EBNA-1 inhibitor: blocks EBNA-1 binding to DNA | AID 1950 | 300,000 compounds, 0.34% hits | EBNA-1 DNA binding, fluorescence polarization | inhibition, % at 14.8 µM; in the data active = inhibition above about 28%
PREPL inh: inhibitors of human prolyl oligopeptidase-like enzyme PREPL. recombinant PREPL, fluorescence polarization activity-based probe. inhibition, % at 5.96 µM. 320,000 compounds, 0.68% hits. Q4J6C6; in the data active = inhibition above about 43%;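 note: 0% = enzyme with DMSO and 100% = wells lacking enzyme; many of its hits are not listed in these tables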
PAFAH2 inh: inhibitors of human PAFAH2. Q99487. recombinant PAFAH2, FP-rhodamine activity probe, fluorescence polarization. inhibition, % at 3.39 µM. 340,000 compounds, 0.99% hits;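 active = inhibition above the mean over all tested compounds plus 3 SD, cut at about 30% in these data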;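 note: inhibitors block probe labeling of enzyme so polarization drops; 0% = enzyme with DMSO and 100% = wells lacking PAFAH2 protein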
LYPLA1 inh: blocks human lysophospholipase 1, a PME1 counter-screen | AID 2174 | recombinant LYPLA1, FP-Rh probe fluorescence polarization | 320,000 compounds, 0.16% hits | inhibition, % at 5.9 µM;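 active = inhibition above the mean of all tested compounds plus 3 SD, set per campaign, cut at about 14% in these data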;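 note: inhibitors block serine hydrolase probe labeling of LYPLA1 so polarization falls; 0% = enzyme with DMSO and 100% = wells lacking LYPLA1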
Target sequence (O75608 whole entry, looked up): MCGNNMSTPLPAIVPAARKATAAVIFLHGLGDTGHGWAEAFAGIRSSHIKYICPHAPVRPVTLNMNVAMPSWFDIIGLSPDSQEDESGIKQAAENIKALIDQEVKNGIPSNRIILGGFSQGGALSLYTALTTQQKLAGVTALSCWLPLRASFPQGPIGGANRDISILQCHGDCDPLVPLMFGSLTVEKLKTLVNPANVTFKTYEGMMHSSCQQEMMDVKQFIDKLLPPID
LYPLA2 inh: LYPLA2 (human) inhibition in PME1 counter-screen. O95372. recombinant LYPLA2, FP-Rh probe fluorescence polarization. inhibition, % at 5.9 µM. 320,000 compounds, 0.38% hits. AID 2177;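 active = inhibition above the screen-wide mean plus 3 SD, limit set per campaign, cut at about 26% in these data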;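 note: 0% = LYPLA2 with DMSO and 100% = wells lacking LYPLA2 enzyme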
Target sequence (O95372 whole entry, looked up): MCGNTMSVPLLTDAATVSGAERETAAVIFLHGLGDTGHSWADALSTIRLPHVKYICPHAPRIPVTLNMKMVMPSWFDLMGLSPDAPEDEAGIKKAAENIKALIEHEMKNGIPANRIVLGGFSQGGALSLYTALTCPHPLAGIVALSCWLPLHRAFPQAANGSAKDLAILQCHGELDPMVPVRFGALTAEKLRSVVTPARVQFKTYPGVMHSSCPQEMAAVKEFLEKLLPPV
PAFAH1B2 FP inh: PAFAH1B2 (human) inhibition; P68402; recombinant PAFAH1B2, FP-rhodamine activity probe, fluorescence polarization; inhibition, % at 3.39 µM; 340,000 compounds, 1.2% hits;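 active = inhibition above the mean of all tested compounds plus 3 SD, cut at about 24% in these data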;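 note: 0% = enzyme with DMSO and 100% = wells lacking PAFAH1B2; many of its hits are not listed in these tables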
Target sequence (P68402 whole entry, looked up): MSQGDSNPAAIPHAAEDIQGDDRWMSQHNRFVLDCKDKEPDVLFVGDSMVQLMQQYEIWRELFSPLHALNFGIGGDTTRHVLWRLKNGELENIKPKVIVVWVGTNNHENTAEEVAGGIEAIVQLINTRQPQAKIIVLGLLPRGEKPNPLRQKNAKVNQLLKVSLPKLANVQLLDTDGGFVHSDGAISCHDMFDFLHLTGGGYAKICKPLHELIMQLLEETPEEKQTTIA
ZTA DNA inh: ZTA (EBV) inhibition in EBNA-1 counter-screen; P03206; ZTA-DNA binding, fluorescence polarization; inhibition, % at 11 µM; 320,000 compounds, 0.15% hits; AID 2234; in the data active = inhibition above about 33%
Target sequence (P03206 whole entry, looked up): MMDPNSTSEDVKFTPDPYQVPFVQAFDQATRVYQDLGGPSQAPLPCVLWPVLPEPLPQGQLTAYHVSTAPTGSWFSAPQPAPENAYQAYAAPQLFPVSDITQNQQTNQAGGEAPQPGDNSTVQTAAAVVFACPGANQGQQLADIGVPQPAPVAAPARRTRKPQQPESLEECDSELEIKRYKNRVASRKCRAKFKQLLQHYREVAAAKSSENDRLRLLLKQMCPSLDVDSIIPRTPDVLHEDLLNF
pPAFAH inh: pPAFAH (human) enzyme inhibition. 330,000 compounds, 1.5% hits. AID 463082. Q13093. inhibition, % at 3.39 µM. recombinant pPAFAH, FP-rhodamine probe fluorescence polarization;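 active = inhibition above the mean inhibition across the screen plus 3 SD, cut at about 25% in these data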;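 note: inhibitors block binding of the rhodamine activity-based probe so polarization drops; 0% = enzyme with DMSO and 100% = wells lacking pPAFAH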
PAFAH1B3 inh: PAFAH1B3 (human) inhibition | Q15102 | recombinant PAFAH1B3, FP-rhodamine probe, fluorescence polarization | inhibition, % at 3.39 µM | 340,000 compounds, 0.28% hits;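 active = inhibition above the screen-wide average of all tested compounds plus 3 SD, cut at about 25% in these data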;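 note: 0% = enzyme with DMSO only and 100% = wells lacking PAFAH1B3 protein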
* hit, by the source's call.

For O=C1CC(c2ccccc2)Sc2nc3ccccc3n21 (configuration not stated) the results were EBNA-1 inhibitor 24, PREPL inh 19, PAFAH2 inh -6, LYPLA1 inh 1, LYPLA2 inh 8, PAFAH1B2 FP inh 3, ZTA DNA inh -7, pPAFAH inh -1 and PAFAH1B3 inh 6.
Screening Cc1ccc(S(=O)(=O)N(C)CCCC(=O)NCc2ccc3c(c2)OCO3)cc1 returned EBNA-1 inhibitor -2, PREPL inh -8, PAFAH2 inh -9, LYPLA1 inh 3, LYPLA2 inh 1, PAFAH1B2 FP inh 3, ZTA DNA inh -4, pPAFAH inh -2 and PAFAH1B3 inh 9.
Screening Cc1csc(=O)n1CCC(=O)OCC(=O)Nc1ccc(F)c(F)c1F returned EBNA-1 inhibitor 11, PREPL inh -10, PAFAH2 inh 8, LYPLA1 inh 0, LYPLA2 inh 1, PAFAH1B2 FP inh -3, ZTA DNA inh 3, pPAFAH inh 1 and PAFAH1B3 inh 5.
For CCCn1nc(C(=O)Nc2ccc3c(c2)OCO3)c2ccccc2c1=O the results were PREPL inh 1, PAFAH2 inh -3, LYPLA1 inh -2, LYPLA2 inh 9, PAFAH1B2 FP inh 3, ZTA DNA inh -2, pPAFAH inh 5 and PAFAH1B3 inh -4.
Screening CCCNC(=O)NC(=O)COc1ccc(-c2ccc(C#N)cc2)cc1 returned EBNA-1 inhibitor -2, PREPL inh -12, PAFAH2 inh 9, LYPLA1 inh 4, LYPLA2 inh -1, PAFAH1B2 FP inh -1, ZTA DNA inh 13, pPAFAH inh -3 and PAFAH1B3 inh 4.
For CC1CCC(NC(=O)C2CCN(c3cnccn3)CC2)CC1 (configuration not stated) the results were EBNA-1 inhibitor 2, PREPL inh -13, PAFAH2 inh 10, LYPLA1 inh -4, LYPLA2 inh 0, PAFAH1B2 FP inh 8, ZTA DNA inh -11, pPAFAH inh 0 and PAFAH1B3 inh 1.
`CC(=O)c1cccc(NC(=O)COc2ccc(S(=O)(=O)N3CCCCC3)cc2)c1` gave EBNA-1 inhibitor 2, PREPL inh 13, PAFAH2 inh -3, LYPLA1 inh 0, LYPLA2 inh 7, PAFAH1B2 FP inh 4, ZTA DNA inh -20, pPAFAH inh -2 and PAFAH1B3 inh 3.
`C/C=C\C=C\C(=O)N1CC2(CC(c3cccc(NC(=O)COc4ccc(Cl)cc4)c3)=NO2)C[C@H]1C(N)=O` (some centres not stated) gave EBNA-1 inhibitor -4, PREPL inh 9, PAFAH2 inh 1, LYPLA1 inh -13, LYPLA2 inh -19, PAFAH1B2 FP inh 6, ZTA DNA inh 9, pPAFAH inh 10 and PAFAH1B3 inh -3.
O=C(O)CN1C(=O)/C(=C\c2ccccc2OCc2ccc(Cl)cc2Cl)SC1=S was read as EBNA-1 inhibitor 24, PREPL inh 37, PAFAH2 inh 29, LYPLA1 inh -10, LYPLA2 inh -7, PAFAH1B2 FP inh 15, ZTA DNA inh 26, pPAFAH inh 34* and PAFAH1B3 inh 5.
CCCc1cc(Nc2c(C)n(C)n(-c3ccccc3)c2=O)n2c(nc3ccccc32)c1C#N was read as EBNA-1 inhibitor 9, PREPL inh 1, PAFAH2 inh 11, LYPLA1 inh -4, LYPLA2 inh 3, PAFAH1B2 FP inh -3, ZTA DNA inh 2, pPAFAH inh 2 and PAFAH1B3 inh 10.
For Cc1cc(C)cc(OCC(=O)Nc2cnn(CCCC(=O)O)c2)c1 the results were EBNA-1 inhibitor 17, PREPL inh -4, PAFAH2 inh -6, LYPLA1 inh -5, LYPLA2 inh -5, PAFAH1B2 FP inh -1, ZTA DNA inh 6, pPAFAH inh 1 and PAFAH1B3 inh 4.
Screening O=C(NCCCO)/C(=C\c1cn(-c2ccccc2)nc1-c1cccnc1)NC(=O)c1ccccc1 returned EBNA-1 inhibitor -4, PREPL inh -6, PAFAH2 inh 2, LYPLA1 inh 1, LYPLA2 inh 3, PAFAH1B2 FP inh 2, ZTA DNA inh -14, pPAFAH inh 1 and PAFAH1B3 inh -8.
COCCn1c(=S)[nH]c2cc(C(=O)NCCc3ccc(OC)c(OC)c3)ccc2c1=O was read as EBNA-1 inhibitor 14, PREPL inh 2, PAFAH2 inh 2, LYPLA1 inh -1, LYPLA2 inh 3, PAFAH1B2 FP inh 2, ZTA DNA inh -2, pPAFAH inh 4 and PAFAH1B3 inh 3.
`CCCN(S(=O)(=O)c1ccc(OCC)cc1)S(=O)(=O)c1cccs1` gave EBNA-1 inhibitor -14, PREPL inh 1, PAFAH2 inh 0, LYPLA1 inh 2, LYPLA2 inh -6, PAFAH1B2 FP inh 2, ZTA DNA inh -9, pPAFAH inh 1 and PAFAH1B3 inh 3.
`COc1ccccc1NC(=O)COC(=O)CCn1c(C)csc1=O` gave EBNA-1 inhibitor -19, PREPL inh 4, PAFAH2 inh 4, LYPLA1 inh 2, LYPLA2 inh -3, PAFAH1B2 FP inh 1, ZTA DNA inh 2, pPAFAH inh 7 and PAFAH1B3 inh 10.
`COc1ccc(C2CC(c3cccs3)=NN2S(C)(=O)=O)cc1OC` (configuration not stated) gave EBNA-1 inhibitor 4, PREPL inh 3, PAFAH2 inh 3, LYPLA1 inh 1, LYPLA2 inh 2, PAFAH1B2 FP inh 3, ZTA DNA inh -12, pPAFAH inh 2 and PAFAH1B3 inh 8.
`CC(=O)NC(NC(=S)Nc1ccc(S(N)(=O)=O)cc1)C(Cl)(Cl)Cl` (configuration not stated) gave EBNA-1 inhibitor 12, PREPL inh 11, PAFAH2 inh -2, LYPLA1 inh 6, LYPLA2 inh 5, PAFAH1B2 FP inh 0, ZTA DNA inh 9, pPAFAH inh 3 and PAFAH1B3 inh 0.
`COc1ccc(NS(=O)(=O)c2c(C(=O)N3CCCCCC3)c(C)n(C)c2C)cc1OC` gave EBNA-1 inhibitor 1, PREPL inh 10, PAFAH2 inh 3, LYPLA1 inh 2, LYPLA2 inh 1, PAFAH1B2 FP inh -1, ZTA DNA inh -10, pPAFAH inh -2 and PAFAH1B3 inh 10.
CN(C(=O)c1ccc(NC(=O)Cc2cccc([N+](=O)[O-])c2)cc1)C1CCCC1 was read as PREPL inh 16, PAFAH2 inh 6, PAFAH1B2 FP inh 0, pPAFAH inh 2 and PAFAH1B3 inh 6.
Cc1ccc(Cl)cc1NC(=O)CCC(=O)NCc1ccco1 was read as EBNA-1 inhibitor -14, PREPL inh 4, PAFAH2 inh -1, LYPLA1 inh -1, LYPLA2 inh 2, PAFAH1B2 FP inh 0, ZTA DNA inh -3, pPAFAH inh 7 and PAFAH1B3 inh 6.

Fetched by compound from the list above, two records:
`COc1ccc(C2CC(c3cccs3)=NN2S(C)(=O)=O)cc1OC` (configuration not stated) gave EBNA-1 inhibitor 4, PREPL inh 3, PAFAH2 inh 3, LYPLA1 inh 1, LYPLA2 inh 2, PAFAH1B2 FP inh 3, ZTA DNA inh -12, pPAFAH inh 2 and PAFAH1B3 inh 8.
Screening O=C(NCCCO)/C(=C\c1cn(-c2ccccc2)nc1-c1cccnc1)NC(=O)c1ccccc1 returned EBNA-1 inhibitor -4, PREPL inh -6, PAFAH2 inh 2, LYPLA1 inh 1, LYPLA2 inh 3, PAFAH1B2 FP inh 2, ZTA DNA inh -14, pPAFAH inh 1 and PAFAH1B3 inh -8.

(next part)
Screening COc1ccc(C(=O)NC2CCCc3c2cnn3-c2ccccc2F)cc1OC (configuration not stated) returned EBNA-1 inhibitor -8, PREPL inh 2, PAFAH2 inh 2, LYPLA1 inh 2, LYPLA2 inh 0, PAFAH1B2 FP inh 2, ZTA DNA inh 15, pPAFAH inh 2 and PAFAH1B3 inh 0.
Screening COc1ccc(NC(=O)c2ccc(F)c(F)c2)c2ccccc12 returned EBNA-1 inhibitor 8, PREPL inh -5, PAFAH2 inh -8, LYPLA1 inh 0, LYPLA2 inh 6, PAFAH1B2 FP inh 1, ZTA DNA inh -10, pPAFAH inh 5 and PAFAH1B3 inh 4.
Screening COc1ccc2[nH]c3c(c2c1)CCN1C(=O)N([C@@H](C)C(=O)NCc2c(F)cccc2Cl)C(=O)[C@]31C returned EBNA-1 inhibitor -3, PREPL inh 9, PAFAH2 inh 3, LYPLA1 inh 0, LYPLA2 inh 1, PAFAH1B2 FP inh 2, ZTA DNA inh -1, pPAFAH inh -2 and PAFAH1B3 inh 5.
CN1C(C(=O)NCc2cccc(Br)c2)CC2Cn3c(nc4ccccc43)C21 (configuration not stated) was read as EBNA-1 inhibitor 0, PREPL inh 1, PAFAH2 inh -4, LYPLA1 inh -1, LYPLA2 inh -6, PAFAH1B2 FP inh 4, ZTA DNA inh 7, pPAFAH inh 4 and PAFAH1B3 inh 0.
CCOC(=O)c1c(/N=C/N(C)C)sc(/C=N/Nc2ccccc2)c1-c1ccc(Cl)cc1 was read as EBNA-1 inhibitor -3, PREPL inh 3, PAFAH2 inh 7, LYPLA1 inh 1, LYPLA2 inh 0, PAFAH1B2 FP inh 0, ZTA DNA inh 1, pPAFAH inh 13 and PAFAH1B3 inh 4.
Screening CS(=O)(=O)N(CC(=O)NCCSc1ccc(Cl)cc1)c1ccc2c(c1)OCO2 returned EBNA-1 inhibitor -12, PREPL inh 2, PAFAH2 inh 8, LYPLA1 inh -3, LYPLA2 inh -4, PAFAH1B2 FP inh 25*, ZTA DNA inh 20, pPAFAH inh 0 and PAFAH1B3 inh 2.
Screening CC1CCN(S(=O)(=O)c2ccc(Cl)s2)CC1 returned PREPL inh 7, PAFAH2 inh -7, PAFAH1B2 FP inh 25*, pPAFAH inh 1 and PAFAH1B3 inh 8.
Screening COC(=O)COc1ccc(-c2ccc(F)cc2)cc1C=O returned EBNA-1 inhibitor -11, PREPL inh 14, PAFAH2 inh 14, LYPLA1 inh 1, LYPLA2 inh -3, PAFAH1B2 FP inh 3, ZTA DNA inh -10, pPAFAH inh -4 and PAFAH1B3 inh 5.
`O=c1[nH]c(=O)n(Cc2ccco2)c2c1C(C(F)(F)F)(C(F)(F)F)N=C(CCc1ccccc1)N2` gave EBNA-1 inhibitor -8, PREPL inh 2, PAFAH2 inh -10, LYPLA1 inh 1, LYPLA2 inh -2, PAFAH1B2 FP inh -1, ZTA DNA inh -3, pPAFAH inh -3 and PAFAH1B3 inh 4.
`Cc1csc2ncc(C(=O)NCCc3ccccc3)c(=O)n12` gave EBNA-1 inhibitor -3, PREPL inh 2, PAFAH2 inh -2, LYPLA1 inh 0, LYPLA2 inh 9, PAFAH1B2 FP inh 5, ZTA DNA inh 6, pPAFAH inh 6 and PAFAH1B3 inh 5.
For CCOC(=O)C(NC(=O)c1ccc(OC)cc1)(N1CCCC1=O)C(F)(F)F (configuration not stated) the results were EBNA-1 inhibitor 9, PREPL inh 3, PAFAH2 inh 0, LYPLA1 inh -3, LYPLA2 inh -2, PAFAH1B2 FP inh 0, ZTA DNA inh 4, pPAFAH inh 3 and PAFAH1B3 inh 10.
Screening CC(C)CC[n+]1ccn(-c2nc3ccccc3nc2[N-]S(=O)(=O)c2ccc(Cl)cc2)c1 returned EBNA-1 inhibitor 1, PREPL inh -1, PAFAH2 inh 3, LYPLA1 inh -2, LYPLA2 inh -7, PAFAH1B2 FP inh 5, ZTA DNA inh 16, pPAFAH inh 8 and PAFAH1B3 inh -4.
COc1ccccc1N1C(=O)C=C(Sc2nc(C)cc(C)n2)C1=O was read as EBNA-1 inhibitor -19, PREPL inh 9, LYPLA1 inh 1, LYPLA2 inh -7, ZTA DNA inh -13 and pPAFAH inh -3.
Screening Cc1ccccc1-c1coc2cc(O)ccc2c1=O returned EBNA-1 inhibitor -2, PREPL inh 7, PAFAH2 inh -5, LYPLA1 inh -4, LYPLA2 inh -2, PAFAH1B2 FP inh -6, ZTA DNA inh 1, pPAFAH inh -2 and PAFAH1B3 inh -7.
COc1ccc(N2CC(C(=O)NCCCN3CCOCC3)CC2=O)cc1 (configuration not stated) was read as EBNA-1 inhibitor 1, PREPL inh -9, PAFAH2 inh 2, LYPLA1 inh -5, LYPLA2 inh 1, PAFAH1B2 FP inh -1, ZTA DNA inh -7, pPAFAH inh -3 and PAFAH1B3 inh 3.

Assay outcomes deposited in PubChem BioAssay by The Scripps Research Institute Molecular Screening Center.

Not all compounds are listed (hit frequency here may not be typical).
